# Source: PubChem (Broad Institute)
# CAL PDZ FP-1: blocks peptide binding to the human CAL PDZ domain | actives 0.92% (n = 300,000) | AID 602252 | Q9HD26 | purified CAL PDZ, TMR-peptide fluorescence polarization, 1 h | inhibition, % at 24.9 µM;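 active = mean inhibition of at least 30% with at least half of replicates also reaching 30%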;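 also: 0% = DMSO neutral control and 100% = excess unlabeled competitor peptide PRC23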
# MITF TRPM1 HTS: increases MITF-driven TRPM1 promoter luciferase signal; actives 0.75% (n = 300,000); activation, % at 12.5 µM; SK-MEL-5 TRPM1-promoter luciferase, 24 h; % of positive control, neutral wells = 0;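 active = mean activation of at least 80% with every replicate also reaching 80%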;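 also: 0% = neutral control wells and 100% = parthenolide positive control wells; values of inactives mirror those of a sister screen read the other way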
# Rtt109 Vps75: C. albicans Rtt109 histone acetyltransferase inhibition. purified Rtt109/Vps75, ThioGlo CoA-SH fluorescence, 4 h. inhibition, % at 34.9 µM. actives 0.16% (n = 330,000). AID 540336;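 active = inhibition of at least 50% in every replicate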
# Target sequence (Q5AAJ8 whole entry, looked up): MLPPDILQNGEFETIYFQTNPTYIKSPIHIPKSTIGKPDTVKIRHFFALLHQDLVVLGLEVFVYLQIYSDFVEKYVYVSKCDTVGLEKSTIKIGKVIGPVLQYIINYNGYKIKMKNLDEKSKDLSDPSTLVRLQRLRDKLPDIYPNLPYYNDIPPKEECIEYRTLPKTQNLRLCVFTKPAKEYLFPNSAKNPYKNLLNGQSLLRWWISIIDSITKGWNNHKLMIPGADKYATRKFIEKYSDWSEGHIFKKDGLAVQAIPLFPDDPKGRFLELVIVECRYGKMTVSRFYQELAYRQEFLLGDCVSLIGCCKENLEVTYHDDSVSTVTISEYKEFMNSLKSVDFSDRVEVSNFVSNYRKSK
# CAL PDZ FP-2: blocks peptide binding to human CAL PDZ domain; purified CAL PDZ, TMR-peptide fluorescence polarization, 1 h; AID 504414; inhibition, % at 20 µM; actives 0.02% (n = 330,000);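 active = highest replicate inhibition of at least 40%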;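 also: plate controls were DMSO neutral control wells for no effect and unlabeled competitor peptide control wells for full effect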
#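 Material – purified CerCALP PDZ construct · Detection – FP readout, S and P plane fluorescence · Measure – percent inhibition from loss of millipolarization · Controls – unlabelled peptide for full inhibition, DMSO wells as neutral · Probe or stimulus – TMR-labelled reporter peptide T*-PRC34 bound in PDZ groove · Times – 1 h at RT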
# NSD2 HMT inh: blocks human histone methyltransferase NSD2; NSD2 peptide methylation, AlphaScreen, 120 min; inhibition, % at 12.5 µM; actives 0.54% (n = 310,000); in the data active = inhibition above about 50%
# PfHsp90 set2: growth inhibition of yeast expressing Plasmodium Hsp90 | inhibition, % at 9.4 µM | actives 0.32% (n = 310,000) | AID 504621 | S. cerevisiae expressing PfHsp90, BacTiter-Glo ATP, 48 h; yeast lacking PDR1 and PDR3 efflux regulators;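 active = every replicate shows inhibition above about 80%, whatever the replicate mean, limit read from the data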;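 also: 0% = DMSO neutral controls and 100% = 20 µM radicicol positive controls; yeast relying on Plasmodium falciparum Hsp90 in place of its own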
# PvdQ inh: blocks Pseudomonas aeruginosa PvdQ acylase activity; purified PvdQ acylase, fluorescence plate reader; inhibition, % at 10 µM; actives 0.063% (n = 340,000); AID 488965; in the data active = inhibition above about 30%, passing the limit was not always enough;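 also: 0% = vehicle neutral wells and 100% = reference inhibitor wells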
# SR-BI DiI inh: mouse SR-BI HDL lipid transfer inhibition; ldlA[mSR-BI] CHO cells, DiI-HDL uptake fluorescence, 3 h; AID 488896; inhibition, % at 12.5 µM; Q61009; actives 0.96% (n = 320,000);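 active = mean replicate inhibition of at least 70% and a set share of replicates each scoring 70 or more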;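 also: 0% = median of neutral control wells and 100% = median of positive control wells; values of inactives mirror those of a sister screen read the other way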
# Target sequence (Q61009 whole entry, looked up): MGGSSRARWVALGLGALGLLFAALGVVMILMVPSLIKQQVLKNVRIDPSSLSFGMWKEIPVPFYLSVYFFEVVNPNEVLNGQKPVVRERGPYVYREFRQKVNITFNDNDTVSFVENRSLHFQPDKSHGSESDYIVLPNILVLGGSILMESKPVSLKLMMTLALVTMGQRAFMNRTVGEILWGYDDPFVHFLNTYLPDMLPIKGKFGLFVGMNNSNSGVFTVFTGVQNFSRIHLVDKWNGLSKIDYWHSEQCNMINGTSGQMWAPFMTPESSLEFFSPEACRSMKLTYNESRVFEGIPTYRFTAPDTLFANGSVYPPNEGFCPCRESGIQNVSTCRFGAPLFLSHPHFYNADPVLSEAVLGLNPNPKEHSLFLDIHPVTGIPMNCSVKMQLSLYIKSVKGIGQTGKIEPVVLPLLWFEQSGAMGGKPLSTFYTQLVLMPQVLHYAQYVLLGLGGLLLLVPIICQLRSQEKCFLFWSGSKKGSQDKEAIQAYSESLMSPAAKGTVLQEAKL
# dFosB act: enhances mouse delta FosB homodimer DNA binding | P13346 | purified delta FosB, TAMRA-CDK5 oligo fluorescence polarization; percent of positive-control signal above neutral wells | activation, % at 25 µM | actives 0.99% (n = 340,000) | AID 493131;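 active = mean activation above about 17%, with every replicate also reaching it, limit read from the data, passing the limit was not always enough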;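 also: fluorescence polarization rise as delta FosB binds a TAMRA Cdk5 AP-1 oligo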
# SR-BI DiI-HDL act: enhances SR-BI lipid uptake from DiI-HDL. CHO ldlA[mSR-BI] cells, DiI-HDL uptake fluorescence, 3 h; 100 = double the neutral-control signal. actives 0.096% (n = 320,000). activation, % at 12.5 µM. AID 504775;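 active = mean replicate activation of at least 60% and every replicate at or above 60%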;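 also: 0% = median plate neutral-control signal and 100% = twice that signal; values of inactives mirror those of a sister screen read the other way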
#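 Test system: SR-BI-overexpressing, LDLR-lacking CHO cells; Also added: labelled HDL, 10 µg/mL; Measured by: bottom-read cell fluorescence after medium removal, ex 550/em 595 nm; Timing: 3 h uptake period with compound, 37 °C; Buffer or medium: F12, 0.5% BSA, 25 mM HEPES; Doses: single compound concentration, delivered by pin transfer.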
# An asterisk follows results filed as active; nt = not tested or not shown.
SMILES,CAL PDZ FP-1,MITF TRPM1 HTS,Rtt109 Vps75,CAL PDZ FP-2,NSD2 HMT inh,PfHsp90 set2,PvdQ inh,SR-BI DiI inh,dFosB act,SR-BI DiI-HDL act
Cc1cccc(C(=O)OCC(=O)Nc2c(C)n(C)n(-c3ccccc3)c2=O)c1O,-2,3,-3,-1.4,2,1,-9,-7,-1,nt
CCn1c(C)nc2cc(S(=O)(=O)Nc3ccc(C)cc3)ccc21,nt,-3,2,-0.2,0,-6,-23,-14,-10,14
Cc1c(O)ccc(C(=O)CN2CCN(c3ccc(F)cc3)CC2)c1O,0,14,-9,-0.7,7,22,-2,13,4,-13
Nn1cnnc1SCC(=O)N(C1CCCCC1)C1CCCCC1,nt,-8,2,0.5,3,30,-19,-14,-1,14
CCOC(=O)N/N=C(\c1ccccc1)C(O)c1ccccc1 (stereo unspecified),-3,-10,1,-2.5,1,nt,-7,-10,-2,10
Nc1ccc(C(=O)NC23CC4CC(CC(C4)C2)C3)cc1,-4,nt,-10,-0.4,-2,23,-15,9,-4,-9
COc1ccc(OC)c(CN2CCC(N3CCC(C(=O)NC4CC4)CC3)CC2)c1,nt,8,-12,-0.2,-6,-24,-22,-46,-9,nt
COc1ccc(C(=O)O/N=C(\N)Cc2ccc([N+](=O)[O-])cc2)c(OC)c1,10,nt,4,-0.9,3,4,12,27,-5,-27
O=C(NCc1ccncc1)c1cc(-c2ccc(Cl)cc2)oc1C(F)(F)F,nt,nt,-11,-1.0,-1,-8,5,28,-6,-28
COc1ccc(/C=C/C(=O)N/C(=C\c2ccco2)C(=O)NCCc2nc3ccccc3[nH]2)cc1,3,2,18,-2.1,5,4,-4,nt,-15,nt
CC(C)CN(CC(C)C)C(=O)Cc1coc2ccc3ccccc3c12,-4,nt,9,-3.4,4,-13,-15,4,-18,-4
CCCCCC1C(=O)N2C=C(c3ccccc3)c3ccccc3N2C1=O (stereo unspecified),-1,5,-1,-0.5,11,-12,-3,-9,-6,9
CC1(C)CC(=O)C(C=NCCCn2ccnc2)=C(O)C1,-2,-8,-2,0.1,-4,5,17,-30,1,30
O=C(CNC(=O)c1cccs1)OCC(=O)c1ccc(Cl)cc1,-2,9,0,-2.6,nt,-5,-17,-31,3,31
Cc1cc(C)c(C(=O)/C=C/c2ccc3c(c2)OCO3)c(=O)[nH]1,-4,-15,5,0.5,0,-6,-9,5,-8,-5
Cc1ccc(-c2csc3ncnc(SCc4ccc(C(=O)O)cc4)c23)cc1,-9,10,19,-2.5,4,-45,-16,-1,-22,1
CCCN1CCC(=O)N([C@H](CSc2ccc(OC)cc2)c2ccccc2)CC1,-2,45,-2,-8.6,nt,5,-7,-1,-2,1
Cc1cccc(-n2nc(C)c3c(C(=O)O)cc(-c4cccs4)nc32)c1,-8,-8,-1,-2.5,0,2,-8,11,-19,-11
Cc1ccc(NC(=O)CSc2nnc(Cc3cccn3C)n2-c2ccc(F)cc2)c(C)c1,2,-4,1,-0.9,nt,-13,-13,6,-14,-6
COc1ccc(CNC(=O)Nc2ccccc2)cc1,0,60,35,-2.3,-1,14,9,nt,0,nt

# Part of the list above in a different format:
# Under each structure – CAL PDZ FP-1, MITF TRPM1 HTS, Rtt109 Vps75, CAL PDZ FP-2, NSD2 HMT inh, PfHsp90 set2, PvdQ inh, SR-BI DiI inh, dFosB act, SR-BI DiI-HDL act
CC1(C)CC(=O)C(C=NCCCn2ccnc2)=C(O)C1
 : -2, -8, -2, 0.1, -4, 5, 17, -30, 1, 30
O=C(CNC(=O)c1cccs1)OCC(=O)c1ccc(Cl)cc1
 : -2, 9, 0, -2.6, nt, -5, -17, -31, 3, 31
Cc1cc(C)c(C(=O)/C=C/c2ccc3c(c2)OCO3)c(=O)[nH]1
 : -4, -15, 5, 0.5, 0, -6, -9, 5, -8, -5
Cc1ccc(-c2csc3ncnc(SCc4ccc(C(=O)O)cc4)c23)cc1
 : -9, 10, 19, -2.5, 4, -45, -16, -1, -22, 1
CCCN1CCC(=O)N([C@H](CSc2ccc(OC)cc2)c2ccccc2)CC1
 : -2, 45, -2, -8.6, nt, 5, -7, -1, -2, 1
Cc1cccc(-n2nc(C)c3c(C(=O)O)cc(-c4cccs4)nc32)c1
 : -8, -8, -1, -2.5, 0, 2, -8, 11, -19, -11
Cc1ccc(NC(=O)CSc2nnc(Cc3cccn3C)n2-c2ccc(F)cc2)c(C)c1
 : 2, -4, 1, -0.9, nt, -13, -13, 6, -14, -6

# The listing picks up, repeating the 2 entries before the break.
SMILES,CAL PDZ FP-1,MITF TRPM1 HTS,Rtt109 Vps75,CAL PDZ FP-2,NSD2 HMT inh,PfHsp90 set2,PvdQ inh,SR-BI DiI inh,dFosB act,SR-BI DiI-HDL act
Cc1ccc(NC(=O)CSc2nnc(Cc3cccn3C)n2-c2ccc(F)cc2)c(C)c1,2,-4,1,-0.9,nt,-13,-13,6,-14,-6
COc1ccc(CNC(=O)Nc2ccccc2)cc1,0,60,35,-2.3,-1,14,9,nt,0,nt
CCN(C[C@H]1N[C@@](C)(C(=O)OC)[C@H]2C(=O)N(Cc3ccccc3)C(=O)[C@@H]12)C(=O)Nc1ccccc1,-7,0,8,-0.9,nt,-22,3,-18,-7,18
C=CCSc1ccsc1C(=O)O,3,nt,1,-1.4,0,nt,-8,1,6,-1
CCOc1ccccc1NC(=O)C1CCN(S(C)(=O)=O)CC1,3,2,-6,-12,-1,-24,-10,-5,5,5
N#C/C(=C\Nc1ccc2cn[nH]c2c1)c1nc(-c2ccccc2)cs1,-6,1,6,-0.3,8,9,5,60,-4,-60
O=C(C1CCCN(Cc2ccccc2F)C1)N1CCCCC1 (stereo unspecified),0,-14,8,-1.5,-2,5,-16,-5,-6,5
COCCCNC(=S)N1CCN(C(=O)C(=O)Nc2ccc(C(=O)OC)cc2)CC1,-9,6,4,-0.5,-1,4,5,0,-3,0
COC(=O)C1CN(S(=O)(=O)c2cc(OC)ccc2OC)CCS1 (stereo unspecified),nt,-5,-5,0.2,-11,-22,-6,nt,-9,nt
Cc1ccc(S(=O)(=O)CCC(=O)OCC(=O)N2c3ccccc3CC2C)cc1 (stereo unspecified),0,-6,18,-2.2,-1,13,3,-10,-1,10
O=C(NCc1cccs1)C1CCCCC1,-2,nt,11,0.4,8,7,6,-16,-2,16
O=C(Cc1ccc(F)cc1)Nc1nc(-c2ccc(F)c(F)c2)cs1,-6,nt,2,-1.6,-1,-4,-16,3,-4,-3
Cc1ccc(Cl)cc1N1CCN(Cc2nc3c(c(=O)[nH]c(=O)n3C)n2CCc2ccccc2)CC1,-3,-16,5,nt,1,-1,5,-13,7,13
CNC(=O)NC(=O)COC(=O)CCc1nc(=O)c2ccccc2n1C,0,1,-4,-0.3,-1,11,-10,-14,6,14
Cc1ccc2c(NC(=O)c3ccc(Br)o3)cccc2n1,nt,10,14,-0.3,-6,-11,7,-10,-6,10
CN1CCN(S(=O)(=O)c2ccc(Cl)c(C(F)(F)F)c2)CC1,-10,1,-6,-0.4,-3,28,-16,-11,-4,11
O=C(Nc1ccccc1)c1cc(Cl)nc2ccccc12,-1,-3,1,-1.9,-1,12,-14,8,-5,-8
Cc1ccc(OCCCC(=O)Nc2ccc(S(N)(=O)=O)cc2)cc1,-2,9,14,-0.5,8,-2,-9,-10,1,10
CCN(CC)C(=O)Cn1cnc([N+](=O)[O-])n1,-1,-5,-1,-2.1,-4,22,-10,38,-3,-38
COc1cccc(NC(=O)CN(C)C(=O)CCSc2ccc(C)cc2)c1,0,-3,5,0.4,0,nt,-14,9,-12,-9
COc1ccc(NC(=O)CN2CCN(C(=O)C3CCCO3)CC2)c(OC)c1 (stereo unspecified),-2,2,-1,-0.3,-4,9,-8,1,-3,-1
Cc1ccc(NC(=O)c2ccc(C(C)(C)C)cc2)cc1[N+](=O)[O-],-3,121*,5,0.7,-2,-35,-13,6,-1,-6
CN(CC(=O)Nc1cccc(F)c1)C(=O)CCCN1C(=O)c2cccc3cccc(c23)C1=O,-3,35,1,-3.7,0,-11,-12,17,-1,-17
CCOC(=O)c1cnc2c(Cl)cccc2c1NCCN1CCOCC1,nt,-6,3,-2.0,-1,-9,9,13,-1,-13
Cn1c(CN2CCOCC2)nc2cc(NC(=O)COc3ccc([N+](=O)[O-])cc3)ccc21,-7,-2,2,-0.6,nt,9,-1,37,-1,-37
O=[N+]([O-])c1ccc(Cl)c(C2Nc3cccc4cccc(c34)N2)c1,0,nt,1,-0.3,1,-29,-13,34,-8,-34
CC(C)N1CCNCC1,-5,0,-21,-3.6,-4,45,-2,-3,-3,3
Cc1ccc(CSc2ccc(S(=O)(=O)N3CCCC3)cn2)cc1,71*,nt,1,-0.6,-1,-11,-16,-6,-4,6
COc1cc(NC(=O)Cn2c(=O)n(-c3cccc(C)c3)c(=O)c3c(C)c(C)sc32)cc(OC)c1,3,-8,1,1.1,-4,-5,6,-7,2,7
COC(=O)CCC(=O)N1CN2CN(C(=O)CCC(=O)OC)CC([N+](=O)[O-])(C2)C1,-8,13,-18,-2.7,-1,3,-6,-9,-3,9
Cc1cc(C)c2nc(N3CCN(C(=O)c4ccco4)CC3)sc2c1,3,91*,1,1.4,3,-17,-13,18,-6,-18
